TROY signal inh = inhibitors of TROY-driven NF-kB signaling, primary screen, Q293 LMP1-TROYcd cells, NF-kB luciferase, uHTS. inhibition, % at 10 µM. hit rate 0.98% among 360,000. Q293 LMP1-TROYcd NF-kB luciferase reporter, 4 h;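 active = compounds whose plate-normalised and pattern-corrected inhibition of the luciferase reporter signal at the single screening dose is 50% or more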
SRC3 inh = SRC3 coactivator transcriptional activity inhibitors, primary screen, cell-based, luminescence. Nuclear receptor coactivator 3 (Homo sapiens), Q9Y6Q9. HEK293 GAL4-SRC3 luciferase reporter. inhibition, % at 3.6 µM. hit rate 0.17% among 360,000;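 active = inhibition above a per-campaign cutoff, the mean of all compounds plus 3 SD, cut at about 60% in these data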;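 note: 0% = DMSO-treated cells and 100% = gossypol-treated cells at 36 µM; higher means less SRC3-driven luciferase light from the GAL4 reporter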
TRAIL sens C8 = viability loss with TRAIL in NB7+C8 cells, primary screen, TRAIL sensitizer project, cell-based, ATPlite luminescence | inhibition (viability loss, TRAIL sensitization), % at 10 µM | hit rate 1% among 360,000;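 active = compounds causing at least 50% loss of cell viability in the single-dose screen, relative to plate controls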
COUP-TFII inh = NR2F2 transcriptional activity inhibitors, primary screen, cell-based, luciferase reporter, HEK293T, luminescence | HEK293T NGFI-A luciferase reporter | COUP transcription factor 2 (Homo sapiens), P24468 | inhibition, % at 8.6 µM | AID 686940, 2013 | hit rate 0.7% among 370,000;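 active = inhibition above a per-plate cutoff, mean inhibition of test wells between control levels plus 3 SD, cut at about 38% in these data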;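 note: cells cotransfected with COUP-TFII expression vector driving the NGFI-A reporter; 0% = median of COUP-TF2 test wells and 100% = reporter-only cells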
NR5A2 inv ag = LRH-1 (NR5A2) inverse agonists, primary screen, cell-based, luminescence, HEK293T, StAR-luciferase reporter; Nuclear receptor subfamily 5 group A member 2 (Homo sapiens), O00482; LRH-1 transfected, 24 h; inhibition, % at 3.6 µM; hit rate 0.13% among 360,000;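 active = inhibition above the mean inhibition of all tested compounds plus 3 SD, cut at about 73% in these data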;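 note: 0% = DMSO wells and 100% = reporter-only cells lacking LRH-1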
Target sequence (O00482 whole entry, looked up): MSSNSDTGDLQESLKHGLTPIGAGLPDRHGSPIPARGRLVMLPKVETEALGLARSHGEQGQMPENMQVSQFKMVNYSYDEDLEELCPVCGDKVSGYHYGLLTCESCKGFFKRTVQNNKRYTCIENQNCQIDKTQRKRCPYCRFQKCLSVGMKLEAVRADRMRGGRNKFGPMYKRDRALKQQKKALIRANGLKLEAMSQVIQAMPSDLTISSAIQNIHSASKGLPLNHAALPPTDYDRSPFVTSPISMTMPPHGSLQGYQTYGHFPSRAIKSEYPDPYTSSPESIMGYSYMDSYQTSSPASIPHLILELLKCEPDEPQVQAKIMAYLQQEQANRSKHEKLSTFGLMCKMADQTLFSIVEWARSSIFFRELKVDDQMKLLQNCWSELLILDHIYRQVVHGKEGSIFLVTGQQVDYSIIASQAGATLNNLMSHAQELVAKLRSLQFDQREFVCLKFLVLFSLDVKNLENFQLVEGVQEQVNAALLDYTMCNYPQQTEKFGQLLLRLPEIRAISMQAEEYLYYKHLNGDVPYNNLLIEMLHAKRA
TWEAK-Fn14 inh = inhibitors of TWEAK-Fn14 signaling, primary screen, luciferase reporter cells, uHTS | TWEAK-stimulated Fn14 reporter cells, luciferase luminescence, 8 h | inhibition, % at 10 µM | hit rate 2% among 360,000; in the data active = inhibition above about 50%
NCOA2 inhibitor = inhibition of GAL4-SRC2 driven luciferase reporter, primary screen, SRC2 inhibitor project, cell-based, luminescence; Nuclear receptor coactivator 2 (Homo sapiens), Q15596; HEK293 GAL4-SRC2 luciferase reporter; inhibition, % at 9 µM; hit rate 0.17% among 370,000;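 active = inhibition above the mean inhibition of all tested compounds plus 3 SD, set per campaign, cut at about 52% in these data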;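 note: 0% = DMSO treated cells and 100% = cells given Gossypol at 36 µM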
NOD2 RIPK2 PPI = NOD2-RIPK2 binding disruptors in cells, primary screen, fluorescence, CHO cells, BLA complementation. Receptor-interacting serine/threonine-protein kinase 2 (Homo sapiens), O43353. CCF4 ratio. inhibition, % at 4.98 µM. hit rate 0.38% among 360,000. AID 624267, 2012; in the data active = inhibition above about 21%;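 note: 0% = vehicle only and 100% = reference blocker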
Target sequence (O43353 whole entry, looked up): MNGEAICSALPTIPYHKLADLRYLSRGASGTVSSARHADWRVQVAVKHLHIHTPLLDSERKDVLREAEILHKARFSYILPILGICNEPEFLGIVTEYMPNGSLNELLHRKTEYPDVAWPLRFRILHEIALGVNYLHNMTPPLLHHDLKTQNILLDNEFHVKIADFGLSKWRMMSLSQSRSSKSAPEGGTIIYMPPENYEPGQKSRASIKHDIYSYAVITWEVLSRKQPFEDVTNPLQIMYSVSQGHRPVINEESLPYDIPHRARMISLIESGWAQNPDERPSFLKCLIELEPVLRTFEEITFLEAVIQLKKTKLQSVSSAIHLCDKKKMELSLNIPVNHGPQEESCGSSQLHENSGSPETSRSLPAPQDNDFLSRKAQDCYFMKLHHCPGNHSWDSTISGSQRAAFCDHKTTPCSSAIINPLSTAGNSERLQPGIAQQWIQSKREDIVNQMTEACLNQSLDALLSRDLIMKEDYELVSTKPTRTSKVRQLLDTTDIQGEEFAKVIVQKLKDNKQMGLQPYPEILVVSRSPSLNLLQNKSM
TLR9-MyD88 inh = inhibitors of TLR9-MyD88 association in cells, primary screen, cell-based, CHO, BLA complementation, fluorescence; AID 504734, 2011; Toll-like receptor 9 (Homo sapiens) + Myeloid differentiation primary response protein …; CCF4 FRET ratio; inhibition, % at 4.98 µM; hit rate 0.21% among 340,000;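 active = inhibition above the mean over all tested compounds plus 3 SD, cut at about 21% in these data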;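 note: 0% = DMSO only wells and 100% = clavulanate BLA inhibitor control wells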
NCOA1 inh = SRC1 coactivator transcriptional activity inhibitors, primary screen, cell-based, luminescence | HEK293 GAL4-SRC1 luciferase reporter | inhibition, % at 3.6 µM | hit rate 0.12% among 360,000 | AID 588354, 2011;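 active = inhibition above the campaign mean plus 3 SD, with each screening campaign given its own cutoff, cut at about 60% in these data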;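 note: 0% = DMSO treated cells and 100% = gossypol at 36 µM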
LMP1 NFkB inh = EBV LMP1-driven NF-kappaB luciferase reporter inhibitors, primary screen, cell-based, luminescence, single point. LMP1-induced NF-kappaB luciferase reporter cells. inhibition, % at 12.5 µM. hit rate 0.69% among 350,000; in the data active = inhibition above about 41%;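 note: 0% = neutral control wells and 100% = reference inhibitor control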
Numbers without * were called inactive; x = no result given; & = joins results of further samples. Some of the compounds tested; rates above refer to the full screens.

SMILES	TROY signal inh	SRC3 inh	TRAIL sens C8	COUP-TFII inh	NR5A2 inv ag	TWEAK-Fn14 inh	NCOA2 inhibitor	NOD2 RIPK2 PPI	TLR9-MyD88 inh	NCOA1 inh	LMP1 NFkB inh
Cc1ccc(C(=O)N2CCN(c3ccc(C(F)(F)F)cn3)CC2)cc1	9	16	-1	4	-14	5	-33	-11	-7	11	0
CC(C)CC1Nc2ncnc(N3CCN(c4ccccn4)CC3)c2N(Cc2ccc(Br)cc2)C1=O (centres undefined)	-19&0	-3&-22	15&17	7	-14&-20	-7&13	3	2&3	-9	-19&-9	-44
Cc1ccc[n+](CC(=O)c2ccc(Br)cc2)c1C	11	-2	-1	11	3	-6	-3	0	0	11	0
CC(C)OP(=O)(c1ccc(N(C)C)cc1)C(O)c1ccc(N(C)C)cc1 (centres undefined)	1	-18	-18	-7	14	-9	5	-5	-10	-13	-1
CCCNC(=O)C1(S(=O)(=O)c2ccccc2)CC=CC1	-40	-11	-13	-4	-3	-6	2	-1	-10	-9	3
COc1ccc([C@@H]2[C@@H]3C(=O)N(C(C)(C)C)C(=O)[C@@H]3[C@]3(C)C(=O)N(c4ccc(C)cc4)C(=O)N23)cc1	-20	-4	10	7	-24	4	-20	2	-2	-12	-2
COc1ccc(-c2cc3nc(C)c(CCC(=O)NCc4ccco4)c(C)n3n2)c(OC)c1	-14	-3	-13	2	-22	-18	-14	-4	-2	-6	6
Cc1ccc(NC(=O)CS(=O)c2ccccc2N)c(C)c1 (centres undefined)	-40	-62	-9	-12	-7	7	-32	-2	-1	-33	-37
CCN=C1SC(CC(=O)Nc2ccccc2)C(=O)N1CC (centres undefined)	6&-1	-8&12	-2&8	2&-3	-31&11	-2&-7	9&14	-6&-3	4&2	-12&2	-5&-11
O=C(Nc1ccon1)c1nc[nH]c1C(=O)N1CCc2ccccc2C1	1	7	7	8	-11	-6	4	2	-5	-8	-7
Cc1ccccc1C(=O)NC1CCN(C(=O)NCc2ccccc2)CC1	-19	-8	-4	-18	-17	1	-6	12	-4	1	-1
CCOC(=O)C1=C(COC(=O)/C=C/c2ccc(Cl)cc2)NC(=O)NC1C (centres undefined)	16	9	5	-3	26	5	-13	4	-1	-7	4
N/C(=N\OC(=O)c1ccccc1[N+](=O)[O-])c1ccccn1	14	-76	26	-69	-83	34	-28	1	-3	-91	20
CCO[C@H]1OC(C(=O)NCc2ccccc2)=C[C@@H](C2CCCCC2)[C@@H]1CCCO	-10	-10	3	6	-13	-21	-26	-3	-4	-16	-33
O=c1oc2ccc(Cl)cc2nc1/C=C(\O)c1cccs1	-40	-61	9	-74	-141	5	-33	-10	-9	-111	3
NNc1ccc(S(=O)(=O)N2CCCCC2)cn1	7	-10	10	1	-1	-15	17	-6	4	-6	-1
CCC(C)[C@H](NC(=O)N1CC(=O)Nc2ccccc21)C(=O)N[C@H](Cc1c[nH]c2ccccc12)C(=O)O (some centres undefined)	-13	-2	3	3	9	2	-4	-1	-1	5	0
CC1(C)C[C@H]2C3=CCC4[C@@]5(C)CC[C@H](O)[C@@](C)(CO)C5CC[C@@]4(C)[C@]3(C)C[C@@H](O)[C@@]2(CO)[C@@H](O)[C@@H]1O (some centres undefined)	-5	3	3	-13	-5	5	-2	-5	5	-7	7
Cc1ccc(C(=O)CSc2nnc(C3CC3)n2C2CC2)s1	-38	-56	6	-28	-85	0	-27	-3	-4	-68	-14
O=C(COc1ccc(C(=O)c2ccccc2)cc1)NCc1ccc(F)cc1	17	12	-31	-33	43	24	11	3	1	-8	5
CC(=O)Oc1cccc(C(=O)Nc2cccc(C(=O)Nc3ccccc3C(=O)O)c2)c1	25	17	-10	0	21	8	13	-2	-7	8	-11
COC(=O)c1ccc(S(=O)(=O)NC(C)(C)C)n1C	11	5	6	-14	-16	-12	-2	4	-1	-1	-5
COc1ccc(-c2cc(C(F)(F)F)nc(-n3ccnc3)n2)cc1	-6	-6	1	-6	15	-22	-8	-10	3	18	-2
COC(=O)CN1C(=O)[C@H]2[C@@H](C3CC3)N3C(=O)CN(Cc4ccccn4)C(=O)[C@@]3(Cc3ccccc3)[C@H]2C1=O	-6	5	3	1	15	-19	21	-16	3	0	2
CCCCC(=O)Nc1ccc(C(=O)NNC(=O)CCCOc2ccc(Cl)cc2Cl)cc1	11	13	-9	-12	20	11	19	-4	-2	-15	2

Going on with the list.
SMILES	TROY signal inh	SRC3 inh	TRAIL sens C8	COUP-TFII inh	NR5A2 inv ag	TWEAK-Fn14 inh	NCOA2 inhibitor	NOD2 RIPK2 PPI	TLR9-MyD88 inh	NCOA1 inh	LMP1 NFkB inh
O=C1c2ccccc2C(c2nnnn2-c2ccc3c(c2)OCCO3)N1Cc1ccc2c(c1)OCO2 (centres undefined)	0	x	22	-4	24	-8	-24	-10	x	x	x
C=CCN1C(=O)c2cccc3c(N4CCCCC4)ccc(c23)C1=O	-22	-46	9	-3	-16	-36	-14	22*	8	-6	-15
CC(C)c1ccc(S(=O)(=O)N2CCN(C(=O)c3ccco3)CC2)cc1	-5	7	-5	-13	-4	9	-9	0	2	-10	-1
Cc1ccc(C(=O)NCc2ccc(Cl)cc2)o1	-11	4	-5	-8	-2	0	-12	0	5	-8	-9
COc1ccc(CN(C(=S)Nc2ccccc2)C2CC(=O)N(c3ccc(Cl)cc3)C2=O)cc1 (centres undefined)	13	16	9	10	10	16	-26	-5	2	-1	-9
COC(=O)c1ccccc1NC(=S)N1CCN(c2ccccn2)CC1	12	11	-8	15	5	-6	2	-5	11	6	4
Cc1cc(OC(C)C(=O)N(Cc2ccco2)C2CCS(=O)(=O)C2)cc(C)c1Cl (centres undefined)	8	-4	3	x	3	-34	x	-5	5	10	-6
O=C(N/N=C/c1ccccc1C(=O)O)c1ccccc1Br	-19	10	12	-25	3	4	-26	-4	-5	-13	6
COC(=O)C[C@H]1C=C[C@H](NC(=O)c2ccc(F)cc2)[C@@H](CO)O1	x	x	17	14	-3	x	-15	-25	x	x	x
Cc1cc(NC(=O)c2ccc(Br)cc2)nc(C)n1	-2	5	0	16	-18	-29	-5	9	3	-1	-12
O=C(Nc1c(C(=O)Nc2cccc3ccccc23)cnn1-c1ccccc1)c1ccco1	5	2	-10	-10	-16	6	3	-9	1	-1	-2
COc1ccc(CNc2cccnc2Cl)cc1	-56	x	11	-60	-36	-41	-23	-11	x	x	x
O=C(O)CSCNC(=O)C12CC3CC(CC(C3)C1)C2	7	-4	-1	2	14	9	-20	-1	-3	5	-5
CCN(CC(=O)Nc1ccc(OC)cc1)C(=O)Cc1ccsc1	-3	-10	-11	8	2	5	-9	-8	-1	5	-8
O=C(NCc1cccc(CNC(=O)C(=O)NCc2ccco2)c1)C(=O)NCc1ccco1	8	18	9	15	-2	5	-16	-3	-4	-4	-7
Cc1ccc(Cl)cc1N(CC(=O)NCc1ccc2c(c1)OCO2)S(C)(=O)=O	7	23	-3	3	-2	19	-27	8	2	10	-5
CCOCC(=O)N(CC)Cc1ccccc1	5	21	0	-1	29	-4	-10	6	-3	-7	-6
Cc1c(C(=O)OCC(=O)N(C)CC(=O)Nc2ccc(F)cc2)oc2ccccc12	-13	-32	4	-6	-2	11	6	-9	16	-3	-2
Nc1nc(SCC(=O)NC2CCCCCC2)[nH]c(=O)c1-c1ccccc1	-8	12	-4	14	2	8	13	-5	-3	-5	-4
COc1cc(/C=C/C(=O)NCCN2CCOCC2)cc(OC)c1OC	-4	26	-5	3	12	-3	-4	-3	7	-11	0
CCOC(=O)COc1cc(-n2c(=S)[nH]c3ccccc3c2=O)c(Cl)cc1Cl	-12	26	-2	7	-7	12	-12	-5	-1	-1	4
CC(C)OC(=O)c1cc2c(ccn2C)n1CC(=O)N1CCC(Cc2ccccc2)CC1	3	9	-12	8	11	19	8	14	2	-3	-4
CC(C)c1ccc(NC(=S)Nc2cccc3ccccc23)cc1	70*	-38	7	3	-23	53*	-1	-14	-9	-23	-3
N#CCC(=O)N/N=C\c1ccc(OC/C=C/c2ccccc2)cc1	-34	-35	-8	-19	2	-24	-13	-5	0	-22	16

Among those listed so far, these have a Cl atom.
SMILES	TROY signal inh	SRC3 inh	TRAIL sens C8	COUP-TFII inh	NR5A2 inv ag	TWEAK-Fn14 inh	NCOA2 inhibitor	NOD2 RIPK2 PPI	TLR9-MyD88 inh	NCOA1 inh	LMP1 NFkB inh
CCOC(=O)C1=C(COC(=O)/C=C/c2ccc(Cl)cc2)NC(=O)NC1C (centres undefined)	16	9	5	-3	26	5	-13	4	-1	-7	4
O=c1oc2ccc(Cl)cc2nc1/C=C(\O)c1cccs1	-40	-61	9	-74	-141	5	-33	-10	-9	-111	3
CCCCC(=O)Nc1ccc(C(=O)NNC(=O)CCCOc2ccc(Cl)cc2Cl)cc1	11	13	-9	-12	20	11	19	-4	-2	-15	2
Cc1ccc(C(=O)NCc2ccc(Cl)cc2)o1	-11	4	-5	-8	-2	0	-12	0	5	-8	-9
COc1ccc(CN(C(=S)Nc2ccccc2)C2CC(=O)N(c3ccc(Cl)cc3)C2=O)cc1 (centres undefined)	13	16	9	10	10	16	-26	-5	2	-1	-9
Cc1cc(OC(C)C(=O)N(Cc2ccco2)C2CCS(=O)(=O)C2)cc(C)c1Cl (centres undefined)	8	-4	3	x	3	-34	x	-5	5	10	-6
COc1ccc(CNc2cccnc2Cl)cc1	-56	x	11	-60	-36	-41	-23	-11	x	x	x
Cc1ccc(Cl)cc1N(CC(=O)NCc1ccc2c(c1)OCO2)S(C)(=O)=O	7	23	-3	3	-2	19	-27	8	2	10	-5
CCOC(=O)COc1cc(-n2c(=S)[nH]c3ccccc3c2=O)c(Cl)cc1Cl	-12	26	-2	7	-7	12	-12	-5	-1	-1	4

A run of entries from the list above, for reference:
SMILES	TROY signal inh	SRC3 inh	TRAIL sens C8	COUP-TFII inh	NR5A2 inv ag	TWEAK-Fn14 inh	NCOA2 inhibitor	NOD2 RIPK2 PPI	TLR9-MyD88 inh	NCOA1 inh	LMP1 NFkB inh
O=C1c2ccccc2C(c2nnnn2-c2ccc3c(c2)OCCO3)N1Cc1ccc2c(c1)OCO2 (centres undefined)	0	x	22	-4	24	-8	-24	-10	x	x	x
C=CCN1C(=O)c2cccc3c(N4CCCCC4)ccc(c23)C1=O	-22	-46	9	-3	-16	-36	-14	22*	8	-6	-15
